# EP2 modulator = modulates human prostaglandin E2 receptor EP2 signaling | EP2-expressing cells, cAMP HTRF FRET, PGE2 co-stimulation | induction, % at 25 µM | actives 0.83% (n = 260,000);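 active = compounds whose cAMP rise, as percent of the full-agonist control response, exceeds 60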;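 also: rat C6 glioma line stably carrying human EP2 under a CMV promoter; the protocol text gives 20 µM as final concentration; 100% = response of wells given 1 µM PGE2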
# Target sequence (P43116 whole entry, looked up): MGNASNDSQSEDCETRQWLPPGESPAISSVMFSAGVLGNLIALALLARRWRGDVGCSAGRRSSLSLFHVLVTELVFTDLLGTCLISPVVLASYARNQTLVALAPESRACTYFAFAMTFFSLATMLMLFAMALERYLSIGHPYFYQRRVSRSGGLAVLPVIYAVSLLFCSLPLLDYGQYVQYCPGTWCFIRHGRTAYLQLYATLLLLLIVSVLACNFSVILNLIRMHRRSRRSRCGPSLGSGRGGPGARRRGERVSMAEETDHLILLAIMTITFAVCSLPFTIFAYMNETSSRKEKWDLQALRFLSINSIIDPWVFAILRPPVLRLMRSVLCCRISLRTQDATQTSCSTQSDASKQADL
# * marks the source's active call; other numbers are inactive results. This is a subset; count on the stated rates, not on these rows.
EP2 modulator | compound
-5 | Cc1nn(CC(=O)OC(C)C)c(=O)c2cc3sccc3n12
33 | COc1ccccc1C1(NC(=O)c2nsc(Cl)c2Cl)CCCC1
-49 | Cc1cc2c(s1)c1cnn(CC(=O)N3CC(C)CC(C)C3)c(=O)c1n2C (centres undefined)
-15 | CCCc1nn(CC(=O)N2CCOCC2)c(=O)c2cc3ccsc3n12
-7 | NC(=O)Cn1nc2c3ccccc3nc(Cc3ccccc3)n2c1=O
-11 | Cc1ccc(CCC(=O)N2CCC3(CC2)NC(=O)c2ccccc2N3)o1
0 | CC1CCc2c(sc3ncn4c(=O)n(CC(=O)N5CCOCC5)nc4c23)C1 (centres undefined)
4 | Cc1sc2nc(C3CC3)n3c(=O)n(CC(=O)N(C)C)nc3c2c1C
-16 | COc1ccc(CN2CCC(CNC(=O)c3c(OC)cccc3OC)CC2)cc1
8 | CCc1nn(CC(=O)NCc2ccccc2OC)c(=O)c2cc3oc(C)cc3n12
-57 | Cc1cc2cc3c(cc2n2c(=O)n(CC(=O)N4CCC(C)CC4)nc12)OCO3
11 | CCc1nn(CC(=O)NC2CCC2)c(=O)c2cc3occc3n12
0 | Cc1nn(CC(=O)Nc2ccc(N(C)C)cc2)c(=O)c2cc3sccc3n12
-14 | Cc1c(C(=O)N2CCC[C@H]2[C@H](O)c2nccs2)oc2ccccc12
7 | Cc1nc2c(c(=O)[nH]1)CN(C(=O)Cc1ccc(-c3ccccc3)cc1)CC2
-46 | C#CCOc1ccc(-c2nc3cnccn3c2NCCOC)cc1OC
-11 | Cc1cc2cc3c(cc2n2c(=O)n(CC(=O)N4CCCC4)nc12)OCO3
-43 | O=C(c1nc2ccccc2s1)C1CCN(C(=O)CCn2nnc3ccccc32)CC1
-24 | Cc1ncc(-c2ccncc2)c(C2CCCN(C(=O)c3cc(CC(C)C)on3)C2)n1 (centres undefined)
-68 | COc1cccc(NC(=O)CN2CCC3(CC2)Nc2ccccc2-n2cccc23)c1
-23 | O=C(NCc1ccco1)[C@@H]1C=CCN1C(=O)Nc1ccccc1Cl
-5 | Cc1cc(-c2cnc(C)nc2C2CCN(C(=O)Cc3cccs3)CC2)on1
21 | Cn1ccnc1C1(O)CC2CCC(C1)N2C(=O)c1ccc(F)cc1 (centres undefined)
18 | COCCn1c(=O)n(CC(=O)NC23CC4CC(CC(C4)C2)C3)c2cccnc21
-14 | CC(C)(C)NC(=O)CN1CCC(c2ccc3c(c2)OCO3)CC1

# (listing goes on)
EP2 modulator | compound
-33 | Cc1c(C(=O)N2CCC3(CC2)CC(O)(c2ccc(F)cc2)CO3)oc2ccccc12 (centres undefined)
-20 | CCc1c(C)sc2ncn(C3CCN(C(=O)c4ccco4)CC3)c(=O)c12
-3 | CC(C)n1c(=O)n(CC(=O)NCc2cccs2)c2cccnc21
-38 | CCn1cc(C(=O)N2CCN(Cc3cccc(OC)c3)C[C@@H]2C)cn1
14 | O=C(Cn1nc2n(Cc3ccccc3F)c3ccccc3n2c1=O)N1CCOCC1
0 | Cc1ccnn1CCC(=O)N1C[C@H](C(=O)O)[C@@H](c2ccc(F)cc2)C1
-48 | O=C(c1ncoc1-c1cccs1)N1CCN(Cc2ccccc2)CC1
-12 | O=C(c1ccc(Br)s1)N1CCC[C@H]1[C@H](O)c1nccs1
-6 | CC(=O)NC1(c2ccccc2F)CCN(CC(=O)N2CCC(C)CC2)CC1
-10 | CC[C@H](Cn1nnc2ccccc2c1=O)NC(=O)c1ccco1
-4 | O=C(c1nc2ccccc2s1)C1CCN(C(=O)c2ccc3nsnc3c2)CC1
-18 | Cc1cc(C(C)(C)C)oc1C(=O)N1CCn2c(nnc2C2CC2)C1
-36 | CCn1c2cc(C)oc2c2cnn(CC(=O)NC(C)(C)C)c(=O)c21
5 | Cc1[nH]n2c(=O)c3c(nc2c1-c1ccc(F)cc1)CCC3
-31 | COc1ccc(-c2c(C)nn3c(N4CCCC(O)C4)cc(C)nc23)cc1 (centres undefined)
16 | COc1ccc(CC(=O)N2C3CCC2CC(O)(c2ccco2)C3)cc1OC (centres undefined)
-25 | Cc1nc2cc(C(=O)N3CCC(C(=O)c4nc5ccccc5s4)CC3)ccc2n1C
-45 | CCn1c2cc(C)sc2c2cnn(CC(=O)N3CCCCC3C)c(=O)c21 (centres undefined)
-45 | Cc1ncc(-c2ccncc2)c(C2CCN(C(=O)c3cc(CC(C)C)on3)CC2)n1
-31 | O=C(CCN1C(=O)C2CCCCC2C1=O)N1CCC(c2ncncc2-c2ccncc2)CC1 (centres undefined)
-23 | O=C(Cn1nc(-c2cccnc2)oc1=O)N1CCCCCC1
0 | CCOc1ccc(C(=O)N2CCCC(c3nc(C)ncc3-c3ccncc3)C2)o1 (centres undefined)
-6 | Cc1cc2c(s1)c1cnn(Cc3ccc(F)cc3)c(=O)c1n2C
-53 | CCc1nn(CC(=O)NC(C)C)c(=O)c2cc3ccsc3n12
-1 | COC(=O)[C@H]1CN(C(=O)CCC2NC(=O)NC2=O)C[C@@H]1c1ccc(F)cc1 (some centres undefined)

# In a second layout: results already given
structure | EP2 modulator
O=C(Cn1nc2n(Cc3ccccc3F)c3ccccc3n2c1=O)N1CCOCC1 | 14
Cc1c(C(=O)N2CCC3(CC2)CC(O)(c2ccc(F)cc2)CO3)oc2ccccc12 (centres undefined) | -33
CCOc1ccc(C(=O)N2CCCC(c3nc(C)ncc3-c3ccncc3)C2)o1 (centres undefined) | 0
CCn1c2cc(C)sc2c2cnn(CC(=O)N3CCCCC3C)c(=O)c21 (centres undefined) | -45
Cc1cc2c(s1)c1cnn(Cc3ccc(F)cc3)c(=O)c1n2C | -6

# In a second layout: three of the compounds above.
Structure | EP2 modulator
CC(=O)NC1(c2ccccc2F)CCN(CC(=O)N2CCC(C)CC2)CC1 | -6
CC[C@H](Cn1nnc2ccccc2c1=O)NC(=O)c1ccco1 | -10
O=C(c1nc2ccccc2s1)C1CCN(C(=O)c2ccc3nsnc3c2)CC1 | -4

# (listing goes on)
EP2 modulator | compound
11 | CCOCCCNC(=O)Cn1nc(CC)n2c(cc3sc(C)cc32)c1=O
-14 | COCCNc1c(-c2ccc(OC)c(O)c2)nc2cnccn12
-33 | CC[C@H](Cn1ncc2ccccc2c1=O)NC(=O)Cc1nn(CC)c(=O)c2ccccc12
-33 | CC(C)C(=O)N1CCC[C@H]1Cn1nc(-c2ccc3c(c2)OCO3)ccc1=O
-6 | O=C(NCc1ccc2c(c1)OCO2)[C@@H]1C=CCN1C(=O)C1CC1
-36 | CCN(CC)C(=O)N1CCC[C@H]1Cn1nc(-c2ccc3c(c2)OCO3)ccc1=O
-34 | CC1CCN(C(=O)[C@H]2C[C@@H](c3ccco3)NS(=O)(=O)N2C)CC1
-2 | O=c1n(CCN2CCCCC2)c2cccnc2n1Cc1cccs1
18 | COc1cccc([C@@H]2C[C@H](C(=O)NCc3ccco3)N(C)S(=O)(=O)N2)c1
-48 | CC1CCN(CC(=O)NC2CCN(C(C)c3ccccc3)CC2)CC1 (centres undefined)
6 | COc1cc(C(=O)N2CCC(O)(c3ccccn3)CC2)cc(OC)c1OC
-47 | Cc1c(/C=C/C2=CCN(C)CC2)c2ccccc2n1CC(=O)N1CCCC1
-33 | O=C1CC2(CCN(C(=O)C3CCCC3)CC2)Oc2ccc(F)cc21
-32 | CCn1c2cc(C)sc2c2cnn(CC(=O)Nc3c(C)nn(C)c3C)c(=O)c21
-10 | CC(C)C(=O)NCCn1nc(-c2ccco2)ccc1=O
-1 | Cc1ccn(CCCNC(=O)Cn2nc(C)n3c(cc4sccc43)c2=O)n1
5 | COc1cccc(CN2CCN(CC(=O)NCc3cccs3)[C@@H](C)C2)c1
81* | CCn1c2cc(C)oc2c2cnn(Cc3ccccc3C(F)(F)F)c(=O)c21
-34 | Cc1cc(-c2cnc(C)nc2C2CCCN(C(=O)N3CCOCC3)C2)on1 (centres undefined)
-17 | Cc1nc2c(-c3cccs3)c(C)nn2c(NCCN(C)C)c1C
-14 | Cc1sc2nc(C3CC3)n3c(=O)n(CC(=O)NC(C)(C)C)nc3c2c1C
10 | Fc1ccc(Cn2nnnc2CN2CCn3cc(C(F)(F)F)nc3C2)cc1
-41 | Cc1cc2c(o1)c1cnn(CC(=O)OC(C)C)c(=O)c1n2C
-52 | COc1ccc(-c2ccc(=O)n(C[C@H](C)NC(=O)c3ccc(=O)[nH]n3)n2)cc1
-28 | CCOCCCNC(=O)C1CCN(c2nc3ccccc3n2C)CC1

# (list continues)
EP2 modulator | compound
-52 | CCn1c2cc(C)sc2c2cnn(CC(=O)N3C(C)CCCC3C)c(=O)c21 (centres undefined)
-18 | O=C(NC1CC1)[C@@H]1C=CCN1S(=O)(=O)c1ccc(F)cc1
-28 | COc1ccc([C@@H]2C[C@H](C(=O)Nc3cccc(O)c3)N(C)S(=O)(=O)N2)cc1OC
-6 | CCn1c(=O)n(CC(=O)NC2CCCCC2)c2cccnc21
-1 | COCC(C)NC(=O)[C@H]1C[C@@H](c2cccs2)NS(=O)(=O)N1C (some centres undefined)
-37 | Cc1ccc(C(C)C(=O)N2CCC(c3c(S(C)(=O)=O)cnc4ncnn34)CC2)cc1 (centres undefined)
-46 | Cc1nn(CC(=O)OC2CCCCC2)c(=O)c2cc3ccsc3n12
-14 | O=C(N1CCOCC1)N1CCC(Cn2nc(-c3ccccc3)ccc2=O)CC1
-39 | CCN1CCCc2cc(CN3CCc4c(nc(N5CCOCC5)[nH]c4=O)C3)ccc21
-14 | COc1ccccc1C1(NC(=O)Cn2nc(C)cc2C)CCCC1
-10 | CCOC(=O)Cn1nc(CC)n2c(cc3sccc32)c1=O
-49 | COc1ccccc1C(NC(=O)c1nccc2ccccc12)c1nccn1C (centres undefined)
-16 | O=C(c1cccs1)N1CCC[C@H]1Cn1nnc2ccccc2c1=O
-69 | O=C(NCc1ccc(F)cc1)c1ncoc1-c1cccs1
9 | CC[C@H](Cn1ncc2ccccc2c1=O)NC(=O)C(C)(C)c1ccc(Cl)cc1
-22 | Cc1ncc(-c2ccncc2)c(C2CCCN(C(=O)Cn3nnc4ccccc43)C2)n1 (centres undefined)
-42 | O=C(c1ccco1)N1CCCC(c2ncncc2-c2ccncc2)C1 (centres undefined)
-221 | CN1[C@H](C(=O)N2CCc3ccccc3C2)C[C@H](c2cccs2)NS1(=O)=O
-16 | COc1ccc(CN2CCc3c(nc(N4CCCCC4)[nH]c3=O)C2)c(O)c1
8 | Cc1sc2nc(C3CC3)n(C3CCN(C(=O)Cc4ccc(F)cc4)CC3)c(=O)c2c1C
-48 | O=C(c1nc2ccccc2s1)C1CCNCC1
-17 | CCc1nn(CC(=O)NCc2cccc(OC)c2)c(=O)c2cc3ccsc3n12
2 | COc1ccc(CN2CCc3c(nc(N4CCCCC4)[nH]c3=O)C2)c(OC)c1
-4 | CCc1c(C)sc2nc(C(C)C)n3c(=O)n(CC(N)=O)nc3c12
2 | CC(C)(C)C(=O)N1CCC(Cn2nc(-c3ccccc3)ccc2=O)CC1

# Printed as active in EP2 modulator (from the list above):
EP2 modulator | compound
81* | CCn1c2cc(C)oc2c2cnn(Cc3ccccc3C(F)(F)F)c(=O)c21

# New compounds follow.
EP2 modulator | compound
-95 | O=C(c1cccc2ncccc12)N1C2CCC1CC(c1ccc(F)cc1)C2 (centres undefined)
-34 | CCn1c2cc(C)sc2c2cnn(CC(=O)NCCc3ccc(OC)cc3)c(=O)c21
-1 | O=C(Cc1ccsc1)N1CCCCC1c1nc2ccccc2[nH]1 (centres undefined)
7 | COc1cccc(C(NC(=O)c2ccccn2)c2nccn2C)c1OC (centres undefined)
-17 | O=C(NCCn1nc(-c2cccs2)ccc1=O)C1CCCC1
-28 | Cc1cc(-c2cncnc2C2CCCN(C(=O)N3CCOCC3)C2)on1 (centres undefined)
14 | Cc1cc(-c2cnc(C)nc2C2CCCN(CC(=O)NC(C)C)C2)on1 (centres undefined)
-45 | O=C(Cc1c[nH]c2ccccc12)N1CCCCC1c1nc2ccccc2[nH]1 (centres undefined)
-13 | CC(C)c1nccn1CCC(=O)N1CCCC(n2nc(-c3cccs3)ccc2=O)C1 (centres undefined)
-4 | COc1ccc(-c2ccc(=O)n(CC3CCN(C(=O)c4ccco4)CC3)n2)cc1OC
-35 | O=C(c1ccco1)N1CCC[C@H]1Cn1nc(-c2ccc3c(c2)OCO3)ccc1=O
-76 | COc1ccc(-c2c(C)nn3c(NCCCO)c4c(nc23)CCCC4)cc1
-25 | CCC(C(=O)N1CCC(n2nc(-c3ccco3)ccc2=O)CC1)c1ccccc1 (centres undefined)
1 | COc1ccc(-c2nc3n(c2NC(C)(C)C)CCN(C(=O)c2cnccn2)C3)cc1
-43 | CCc1nn(CC(=O)N2CCCCC2)c(=O)c2cc3oc(C)cc3n12
-32 | CCc1nn(CC(=O)N2CCC(C)CC2)c(=O)c2cc3ccsc3n12
-40 | CCOc1ccc(CC(=O)N2CCC(C(=O)c3nc4ccccc4s3)CC2)cc1
3 | O=c1ccc(-c2ccc3c(c2)OCO3)nn1C[C@@H]1CCCN1
-34 | CC1CCc2c(sc3ncn4c(=O)n(CC(=O)N5CCC(C(N)=O)CC5)nc4c23)C1 (centres undefined)
9 | COc1ccccc1C1(NC(=O)CCc2ccc(C)o2)CCCC1
-6 | Cc1nn(CC(=O)N2CCCCCC2)c(=O)c2cc3ccsc3n12
0 | O=S(=O)(c1ccc(F)cc1)N1CCC(O)(c2ccccn2)CC1
8 | COCC(C)NC(=O)[C@H]1C[C@@H](c2ccc(F)cc2)NS(=O)(=O)N1C (some centres undefined)
-22 | Cc1cc(-c2cn[nH]c2C2CCCN(C(=O)Cc3cccs3)C2)on1 (centres undefined)
16 | COc1ccc(C(=O)N2CCC(C(=O)c3nccs3)CC2)cc1OC

# 2 successive records out of the list so far:
EP2 modulator | compound
-22 | Cc1cc(-c2cn[nH]c2C2CCCN(C(=O)Cc3cccs3)C2)on1 (centres undefined)
16 | COc1ccc(C(=O)N2CCC(C(=O)c3nccs3)CC2)cc1OC

# Carrying on:
EP2 modulator | compound
-38 | Cc1sc2nc(C(C)C)n3c(=O)n(CC(=O)NCCCN4CCCC4=O)nc3c2c1C
-58 | O=C(CN1CCC(O)(c2ccccn2)CC1)Nc1ccc(Cl)c(Cl)c1
4 | O=C(CN1CCC(c2ccncc2)CC1)N1CCOCC1
-2 | COc1ccccc1CC(=O)N1CCC(O)(c2cccnc2)CC1

# Bioassay records from PubChem.
